NPY-Y2 PAM-ag: human NPY-Y2 potentiation or agonism, primary screen; P49146; cells expressing NPY-Y2, potentiator/agonist read-out; activation, % at 3.6 µM; 220,000 compounds, 0.45% hits; AID 1359; in the data active = activation above about 27%;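 note: cells stimulated with NPY near EC25 plus isoproterenol at EC100; 0% = vehicle plus submaximal agonist and 100% = vehicle plus saturating agonist; some results beyond the cut were filed as inactive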
S1P4 antag: antagonists of human S1P4 receptor | O95977 | S1P4-expressing cells, antagonist mode, reporter read-out | 220,000 compounds, 0.26% hits | inhibition, % at 4.98 µM; in the data active = inhibition above about 29%;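 note: 0% = wells stimulated with agonist and 100% = vehicle wells without agonist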
S1P4 agonist: activates the human S1P4 receptor. activation, % at 4.98 µM. S1P4-expressing cell line, agonist reporter assay. O95977. 220,000 compounds, 0.35% hits; in the data active = activation above about 11%;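 note: 0% = DMSO vehicle and 100% = reference agonist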
PERK inh: inhibitors of human PERK kinase; 220,000 compounds, 0.17% hits; inhibition, % at 5.6 µM; CHO PERK-DD fusion, SEAP luminescence translation reporter;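 active = inhibition above the mean inhibition of all tested compounds plus 3 SD, set separately per screening campaign, cut at about 2.9% in these data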;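 note: PERK kinase domain activated by AP20187 dimerizer at 100 nM; 0% = DMSO with dimerizer and 100% = rapamycin at 8.4 µM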
Target sequence (Q9NZJ5 whole entry, looked up, the tested form may be a part): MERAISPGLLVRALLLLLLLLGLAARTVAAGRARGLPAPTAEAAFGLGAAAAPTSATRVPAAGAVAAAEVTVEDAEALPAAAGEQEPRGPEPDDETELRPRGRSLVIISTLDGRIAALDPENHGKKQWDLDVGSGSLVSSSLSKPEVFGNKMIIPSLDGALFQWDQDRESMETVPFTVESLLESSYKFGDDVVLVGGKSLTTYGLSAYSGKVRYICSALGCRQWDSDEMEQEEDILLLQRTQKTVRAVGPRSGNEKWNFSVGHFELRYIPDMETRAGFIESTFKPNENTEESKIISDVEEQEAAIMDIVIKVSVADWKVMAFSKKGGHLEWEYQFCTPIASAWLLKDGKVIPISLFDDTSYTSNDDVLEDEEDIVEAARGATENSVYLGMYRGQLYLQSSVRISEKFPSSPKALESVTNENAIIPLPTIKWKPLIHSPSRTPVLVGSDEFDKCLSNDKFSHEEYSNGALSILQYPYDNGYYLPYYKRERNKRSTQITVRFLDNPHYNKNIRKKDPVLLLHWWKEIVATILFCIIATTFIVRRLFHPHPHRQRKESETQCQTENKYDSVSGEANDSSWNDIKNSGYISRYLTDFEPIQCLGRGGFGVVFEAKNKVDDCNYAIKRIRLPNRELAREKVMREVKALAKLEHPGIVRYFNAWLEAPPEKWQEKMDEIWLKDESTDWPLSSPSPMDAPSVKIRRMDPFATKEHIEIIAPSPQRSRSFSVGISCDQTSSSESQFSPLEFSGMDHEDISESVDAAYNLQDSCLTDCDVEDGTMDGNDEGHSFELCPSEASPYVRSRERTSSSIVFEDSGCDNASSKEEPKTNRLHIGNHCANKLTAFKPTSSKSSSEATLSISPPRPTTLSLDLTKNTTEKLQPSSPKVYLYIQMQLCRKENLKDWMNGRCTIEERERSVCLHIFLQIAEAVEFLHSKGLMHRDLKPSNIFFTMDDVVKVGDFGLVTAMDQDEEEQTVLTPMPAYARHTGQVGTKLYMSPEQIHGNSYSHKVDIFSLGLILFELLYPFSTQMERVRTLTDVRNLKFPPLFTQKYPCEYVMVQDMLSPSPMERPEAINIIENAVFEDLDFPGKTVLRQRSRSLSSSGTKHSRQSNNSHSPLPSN
Ba/F3 V617F tox: reduce viability of Ba/F3 cells dependent on JAK2V617F. Ba/F3 EpoR-JAK2V617F viability, ATP luminescence. inhibition, % at 5.6 µM. 220,000 compounds, 1.1% hits;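 active = inhibition above the campaign mean plus 3 SD over all tested compounds, cut at about 24% in these data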;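 note: cytokine-independent growth of Ba/F3 cells driven by EpoR plus mutant JAK2; 0% = DMSO-treated cells and 100% = JAK inhibitor I control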
Wee1 stabilizer: inhibitors of human Wee1 degradation; P30291; HeLa Luc-Wee1K328M stability, luciferase luminescence; 100% = proteasome inhibitor MG132 effect; reporter increase, % at 5 µM; 220,000 compounds, 1.2% hits; AID 1321;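 active = activation above the mean of all tested compounds plus 3 SD, set per screening run, cut at about 8.8% in these data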;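 note: cells exposed to compound for 20 h before luminescence read; 0% = DMSO alone and 100% = MG132 at 30 µM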
eIF4E-4G inh: inhibitors of eIF4E and eIF4G interaction in translation initiation | inhibition, % at 21.7 µM | 220,000 compounds, 0.37% hits | P63073+Q04637 | TR-FRET eIF4E-eIF4GI(517-606) binding, 2 h;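 active = inhibition above about 30%, limit read from the data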;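 note: 0% = full FRET control wells and 100% = background wells lacking eIF4GI fragment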
BaF3 tox: counter-screen for JAK2V617F inhibitors: parental Ba/F3 viability inhibitors; 220,000 compounds, 1.1% hits; inhibition, % at 5.6 µM; CellTiter-Glo ATP luminescence;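 active = inhibition above a per-campaign cutoff, the mean inhibition of all tested compounds plus 3 SD, cut at about 27% in these data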;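 note: 0% = DMSO wells and 100% = JAK Inhibitor I control wells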
Mdm2 ligase inh: Mdm2 E3 ligase (human) inhibition; 210,000 compounds, 0.11% hits; cell-based MDM2 ubiquitination luciferase reporter, 2 h; 0 = plate control, 100 = twice control, blank-subtracted; signal enhancement, % at 5 µM;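 active = signal enhancement of 30% or more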;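 note: luminescence tracks abundance of the self-degrading MDM2-luciferase fusion protein; higher signal means inhibition of MDM2 E3 ligase activity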
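Buffer or medium: Cells held in DMEM | Assay system: Stable mammalian line carrying autodegrading MDM2–luciferase fusion reporter | Quantity: 2000 cells/well | Times: 4 h settle plus 2 h compound, 37 °C | Doses: One concentration, 5 µM, with 0.2% DMSO | Technique: Luminescence with SteadyLite reagent, 15 min at room temperature | Benchmarks: Plate controls and plate blanks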
* = called active by the depositor; . = no result given; [ ] = dose if it differs, or a comment.

nr	SMILES	NPY-Y2 PAM-ag	S1P4 antag	S1P4 agonist	PERK inh	Ba/F3 V617F tox
1	O=C(c1ccc(CNc2c(N3CCCC3)c(=O)c2=O)cc1)N1CC=C(c2ccccc2)CC1	-7	-1	0.7	0.8	-3
2	COCCNC(=O)C(c1cccs1)N(C(=O)Cn1nnc2ccccc21)c1cccc(C(C)=O)c1 (stereo not drawn)	-17	-12	-0.7	0.5	2
3	Cc1cc(-c2nnc(SCC(=O)Nc3ccc(C(F)(F)F)cc3)n2C)no1	-8	3	0.0	-1.3	4
4	c1ccc(CNc2nc(N3CCN(Cc4ccccc4)CC3)nc3ccccc23)cc1	14	2	0.4	-0.1	-3
5	c1cncc(CNc2ccc3c(c2)OCO3)c1	-4	4	0.5	0.2	0
6	COc1ccc(-n2cc(CNCCCn3ccnc3)c(-c3ccccc3Cl)n2)cc1	-10	9	-1.6	0.0	8
7	O=C(Cn1c(C(=O)NCCCN2CCOCC2)cc2sccc21)c1ccccc1	-7	-8	0.7	-0.7	-6
8	CCc1nc(-c2ccccc2O)n(-c2ccccc2)n1	-18	-20	-0.8	-0.1	2
9	CC(=O)c1cc2c(cc1NS(=O)(=O)c1ccc(C)cc1)OCO2	-5	5	0.4	0.5	2
10	Cc1ccc(NC(=O)CN2C(=O)S/C(=C\c3cccn3-c3cccc(C(=O)O)c3)C2=O)c(C)c1	0	-7	3.0	0.8	3

nr	Wee1 stabilizer	eIF4E-4G inh	BaF3 tox	Mdm2 ligase inh
1	-2	-4	-2	-6
2	-1	7[fluorescence artefact?]	4	0
3	-2	2	0	-17
4	-1	-11	-3	.
5	-1	3	4	-6
6	4	1	11	-15
7	-1	6	-2	0
8	-2	-14	2	0
9	0	-2	2	-1
10	-3	11	4	-12

Of the compounds above, these have a halogen:
nr	SMILES	NPY-Y2 PAM-ag	S1P4 antag	S1P4 agonist	PERK inh	Ba/F3 V617F tox
3	Cc1cc(-c2nnc(SCC(=O)Nc3ccc(C(F)(F)F)cc3)n2C)no1	-8	3	0.0	-1.3	4
6	COc1ccc(-n2cc(CNCCCn3ccnc3)c(-c3ccccc3Cl)n2)cc1	-10	9	-1.6	0.0	8

nr	Wee1 stabilizer	eIF4E-4G inh	BaF3 tox	Mdm2 ligase inh
3	-2	2	0	-17
6	4	1	11	-15

(list continues)
nr	SMILES	NPY-Y2 PAM-ag	S1P4 antag	S1P4 agonist	PERK inh	Ba/F3 V617F tox
11	O=C(Nc1ccc(-c2nc3cc(Cl)ccc3o2)cc1)C1CCCO1 (stereo not drawn)	3	13	-1.2	0.9	0
12	CC(NC(=O)c1cccnc1)C(=O)N1CCCCC1 (stereo not drawn)	2	3	0.8	0.4	-4
13	COc1cc(OC)nc(Oc2ccccc2C(=O)Oc2ccc(Cl)cc2)n1	-12	1	0.3	0.2	1
14	CCC(C)c1ccc(NC(=O)C2CC2)cc1 (stereo not drawn)	-10	-18	1.0	1.1	5
15	COc1ccc(S(=O)(=O)Nc2nc3n(n2)C(c2ccc(Cl)cc2)CC(=O)N3)cc1 (stereo not drawn)	-4	-5	3.1	0.6	1
16	Cc1ccc(S(=O)(=O)N2CCN(C(=O)CSc3ncc(C(F)(F)F)cc3Cl)CC2)cc1	-2	-13	-0.1	-1.7	8
17	O=C1CNC(=O)/C1=C\N1CCCCC1	9	-16	-0.3	0.5	-1
18	O=c1oc2ccccc2c2nccnc12	1	-22	2.1	0.8	0
19	Cc1ccc(NC(=O)CNCc2ccccc2)c(Br)c1	-14	9	2.3	0.7	-2
20	COC(=O)N1CC(C)N(C(=O)OC)CC1C (stereo not drawn)	-5	-19	0.1	0.5	-2

nr	Wee1 stabilizer	eIF4E-4G inh	BaF3 tox	Mdm2 ligase inh
11	-2	-2	0	-38
12	-2	.	-2	-7
13	4	-5	0	-7
14	2	-7	11	4
15	-3	0	5	-1
16	4	0	4	-4
17	2	3	3	-17
18	-3	0	1	-9
19	2	-4	5	-23
20	2	0	4	-13

In the list so far, these contain a CF3 group.
nr	SMILES	NPY-Y2 PAM-ag	S1P4 antag	S1P4 agonist	PERK inh	Ba/F3 V617F tox
3	Cc1cc(-c2nnc(SCC(=O)Nc3ccc(C(F)(F)F)cc3)n2C)no1	-8	3	0.0	-1.3	4
16	Cc1ccc(S(=O)(=O)N2CCN(C(=O)CSc3ncc(C(F)(F)F)cc3Cl)CC2)cc1	-2	-13	-0.1	-1.7	8

nr	Wee1 stabilizer	eIF4E-4G inh	BaF3 tox	Mdm2 ligase inh
3	-2	2	0	-17
16	4	0	4	-4

Down the list, quoted from above.
Wee1 stabilizer, compounds 13 to 20: 4, 2, -3, 4, 2, -3, 2, 2
Ba/F3 V617F tox, compounds 13 to 20: 1, 5, 1, 8, -1, 0, -2, -2
Mdm2 ligase inh, compounds 13 to 20: -7, 4, -1, -4, -17, -9, -23, -13

Going on with the list.
nr	SMILES	NPY-Y2 PAM-ag	S1P4 antag	S1P4 agonist	PERK inh	Ba/F3 V617F tox
21	Nc1nonc1-n1nnc(C(=O)N/N=C/C=C/c2ccccc2)c1CSC1=NCCS1	-12	2	-1.2	-1.8	3
22	O=C(NC1CCCC1)c1ccc(S(=O)(=O)N2CCOCC2)cc1	2	-13	-1.0	-0.8	-3
23	CCOc1ccc(Br)cc1C(=O)Nc1ccc(C(=O)NCC(C)C)cc1	-9	3	-0.9	-0.8	0
24	Cc1nnc(NC2=NCCC2)o1	13	-1	0.3	1.5	2
25	NC(=O)C1(c2ccccc2)CCC(=O)N1c1ccccc1 (stereo not drawn)	-18	-1	0.7	0.9	2
26	CCOc1ccccc1NC(=O)c1cc(C(=O)c2cc(Br)ccc2O)coc1=N	29	-1	0.8	2.1	3
27	CC(C)(C)N(Cc1cc2ccccc2[nH]c1=O)C(=O)C1CCCCC1	1	8	1.2	-0.8	-1
28	CCn1c2ccccc2c2cc(NC(=O)COC(=O)c3ccccc3F)ccc21	8	-5	1.2	1.3	3
29	CCCN(CCC)C(=O)c1c(NC(=O)CC)sc2c1CCCCC2	5	1	-0.7	-0.6	-3
30	C=CCn1c(SCC(=O)OCC)nc2cc(C(=O)NCc3ccco3)ccc2c1=O	2	-11	1.4	-0.3	-3

nr	Wee1 stabilizer	eIF4E-4G inh	BaF3 tox	Mdm2 ligase inh
21	3	-1	-1	-5
22	4	2	4	-7
23	4	10[fluorescence artefact?]	3	3
24	-1	-1	3	-5
25	2	-1	2	-11
26	3	-1	7	-3
27	-1	5	5	8
28	-2	18	12	-1
29	1	0	-2	-7
30	-3	-2	3	-16

(listing goes on)
nr	SMILES	NPY-Y2 PAM-ag	S1P4 antag	S1P4 agonist	PERK inh	Ba/F3 V617F tox
31	Cc1cnc(C)c(N2CCC(C(=O)NC(C)c3cccs3)CC2)n1 (stereo not drawn)	-18	5	-0.8	-1.8	4
32	CCc1c(O)nc(SCC(=O)Nc2ccccc2)n(-c2ccccc2)c1=O	5	-1	1.5	0.7	0
33	COc1ccc(S(=O)(=O)N2CC(O)CC2C(=O)Nc2cccnc2)cc1 (stereo not drawn)	3	0	-0.1	0.5	-3
34	CCn1c(=O)c2cc(C(=O)N3CCN(C(=O)c4ccco4)CC3)sc2c2ccccc21	-25	6	-0.7	0.7	-4
35	C=CCNC(=O)CSc1nnc(-c2ccccc2Cl)n1-c1c(C)n(C)n(-c2ccccc2)c1=O	-11	6	-0.8	-0.5	-1
36	N#CC12CCCCC1CC1CCCCC1(C#N)N2N (stereo not drawn)	-4	6	-0.4	1.6	0
37	O=C(Nc1ccc(-c2nc3cc(NC(=O)c4cccs4)ccc3o2)cc1)c1cccs1	7	-2	0.5	0.9	1
38	COc1ccc(NC(=O)CCc2nc(-c3ccc(C)cc3)no2)cc1Cl	-19	-32	0.8	-0.1	0
39	Cc1ccc(C(=O)N/C(=C\c2cccnc2)c2nc3ccccc3[nH]2)cc1	6	0	0.9	-0.7	4
40	CCN(CC)S(=O)(=O)c1ccc(N2CCOCC2)c(NC(=O)C2CCCO2)c1 (stereo not drawn)	-8	-10	-1.1	1.0	-1

nr	Wee1 stabilizer	eIF4E-4G inh	BaF3 tox	Mdm2 ligase inh
31	1	-1	9	-6
32	2	2	1	1
33	-3	-1	1	-9
34	0	1	2	2
35	-1	-16	3	-24
36	-1	4	-2	-6
37	-3	-44[fluorescence artefact?]	5	-13
38	2	3	5	-11
39	-3	3	9	-13
40	-2	-3	-4	.

Other structures follow:
nr	SMILES	NPY-Y2 PAM-ag	S1P4 antag	S1P4 agonist	PERK inh	Ba/F3 V617F tox
41	Cc1ccc(N/N=C/c2c(O)cc(C)oc2=O)cc1	13	8	-2.7	0.4	-1
42	Fc1ccc(-c2nn3c(C4COc5ccccc5O4)nnc3s2)cc1 (stereo not drawn)	-11	-1	1.2	0.7	-1
43	COc1ccc(CC(=O)N2CCOCC2)cc1	10	1	1.5	1.6	-4
44	Cc1ccc(-c2nc(NCc3cccnc3)c3ccccc3n2)cc1	-7	-7	0.9	-1.0	7
45	Nc1nnc(SCC(=O)N2CCN(Cc3ccccc3)CC2)s1	0	-23	0.8	-0.6	4
46	NS(=O)(=O)c1ccc(CCNC(=O)CCCC2=NS(=O)(=O)c3ccccc3N2)cc1	1	-5	17*	0.5	2
47	O=C(NCc1cccnc1)C1CC(=O)N(c2ccc(F)cc2)C1 (stereo not drawn)	-2	-10	2.0	0.6	2
48	Oc1[nH]c2ccc(Br)cc2c1N=NC(=S)N1CCOCC1	4	33*	-1.3	-3.6	95*
49	CC1CCCN(C(=O)CSCC(=O)Nc2nc(-c3cccs3)cs2)C1 (stereo not drawn)	-15	19	1.4	-0.1	4
50	Cc1ccc(S(=O)(=O)N2CCOCC2)cc1NC(=O)COC(=O)CSc1ccc(Br)cc1C	-19	-31	-1.1	0.9	2

nr	Wee1 stabilizer	eIF4E-4G inh	BaF3 tox	Mdm2 ligase inh
41	-1	2	4	13
42	4	6	2	-13
43	1	-2	-1	.
44	6	1	11	-10
45	-1	17[fluorescence artefact?]	8	-15
46	1	1	3	9
47	0	-2	6	-6
48	-1	0	94*	14
49	7	4	8	-3
50	-1	-15[fluorescence artefact?]	5	-24

Next part.
nr	SMILES	NPY-Y2 PAM-ag	S1P4 antag	S1P4 agonist	PERK inh	Ba/F3 V617F tox
51	Cc1ncc([N+](=O)[O-])n1CC(=O)NC1CCCCC1	10	2	-1.0	0.0	-4
52	O=C(NC1=NCCS1)C1CC2CCC1C2 (stereo not drawn)	22	-3	0.7	1.4	1
53	O=C(N/N=C/c1ccc(Cl)s1)c1ccccc1[N+](=O)[O-]	-24	-20	0.6	0.2	1
54	Cn1c(=O)oc2cc(S(=O)(=O)NCCC(=O)N3CCc4ccccc43)ccc21	-6	-3	0.4	0.6	-2
55	CCOc1cc(/C=N/NC(=O)c2cccs2)ccc1OC(=O)N1CCOCC1	10	-11	-0.4	-0.3	0
56	CCn1c2c(c3cc(OCC(C)C)ccc31)CCCC2=O	-6	12	-2.8	-0.3	-3
57	CCC1Sc2ccccc2N(CC(=O)NCCC(C)C)C1=O (stereo not drawn)	-6	-15	-1.2	0.8	0
58	CCOC(=O)c1c(NC(=O)CC2Nc3ccccc3NC2=O)sc(C)c1C (stereo not drawn)	16	0	-1.2	0.8	-4
59	c1ccc(N2CCN(c3ccccc3)C2c2cccnc2)cc1	-5	-16	0.3	0.6	-5

nr	Wee1 stabilizer	eIF4E-4G inh	BaF3 tox	Mdm2 ligase inh
51	-1	-5	0	0
52	-5	-5	2	-8
53	0	1	-3	-3
54	1	-4[fluorescence artefact?]	4	-17
55	4	-7	5	-1
56	-1	2	-1	-3
57	-2	-4	2	-7
58	-3	-6	2	-1
59	-2	-7	0	1

Compound activity (PubChem BioAssay)
